mIAP block: mouse IAP inhibition | purified mouse IAP, CDP-Star luminescence, 30 min | inhibition, % at 10 µM | 0.2% of 330,000 active | AID 2806;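 active = inhibition of at least 40% at 10 µM in the primary screen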;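 note: plate controls were DMSO with enzyme for no effect and no enzyme wells for full effect; values of inactives mirror those of a sister screen read the other way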
TIM10 inh: growth inhibitors of TIM10 yeast strain; S. cerevisiae TIM10 strain growth, BacTiter-Glo luminescence, 24 h; 1.4% of 330,000 active; inhibition, % at 10 µM; AID 463195;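 active = inhibition of 40% or more at the single tested concentration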;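 note: wild-type TIM10 isogenic control strain grown at permissive 25 °C; 0% = DMSO yeast wells and 100% = minimal medium wells without yeast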
mIAP act: increases mouse intestinal alkaline phosphatase activity. activation factor at 10 µM. 0.24% of 330,000 active. muIAP, CDP-Star luminescence, 30 min; hits give high values; 1 = vehicle-only enzyme signal, 0 = enzyme-free wells;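 active = activation factor of at least 2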; note: the source names both 10 and 20 µM as test concentration; values of inactives mirror those of a sister screen read the other way
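System: Mouse IAP enzyme | Also added: CDP-Star substrate | Dosing: Compounds dispensed in DMSO | Schedule: 30 min enzyme-substrate-compound incubation at room temperature | Technique: Chemiluminescence readout | Control set: DMSO-only wells and no-enzyme negative control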
ATG4B inhibitor: blocks human ATG4B protease cleavage of LC3 substrate; ATG4B cleavage of LC3-PLA2, NBD-HPC fluorescence, 1 h; inhibition, % at 8.33 µM; 0.51% of 340,000 active; AID 504462; in the data active = inhibition above about 40%
tim10-1 inh: tim10-1 yeast growth inhibition; S. cerevisiae tim10-1 ts strain growth, BacTiter-Glo, 24 h; inhibition, % at 20 µM; 2.2% of 330,000 active;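 active = inhibition of at least 40%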;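 note: mutant grown at 25 °C; 0% = DMSO wells with yeast and 100% = wells holding no yeast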
NLRP3 yeast inh: NALP3 inhibition in yeast; Yeast reconstituted NLRP3/ASC/caspase-1, beta-gal luminescence, 24 h; inhibition, % at 10 µM; 0.39% of 330,000 active; AID 2825;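 active = inhibition of 50% or more; inactive = inhibition below 50%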;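 note: plate controls were induced DMSO wells for no effect and uninduced yeast grown without galactose for full effect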
hIAP inh: blocks human intestinal alkaline phosphatase; AID 2544; purified IAP, CDP-Star luminescence, 30 min; 0.12% of 330,000 active; inhibition, % at 10 µM;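 active = inhibition reaching a set limit with compound at 10 µM in the primary screen, cut at about 35% in these data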;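 note: plate controls were DMSO wells with enzyme for no effect and no-enzyme buffer wells for full effect; values of inactives mirror those of a sister screen read the other way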
Apaf1 inhib: inhibitors of human Apaf-1 apoptosome | 0.71% of 330,000 active | inhibition, % at 20 µM | reconstituted apoptosome caspase-3 activity, DEVD-Rh110 fluorescence | O14727; active = inhibition of at least 40% at 20 µM;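 note: plate controls were DMSO wells for no effect and DEVD-CHO caspase inhibitor wells for full effect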
Target sequence (O14727 whole entry, looked up): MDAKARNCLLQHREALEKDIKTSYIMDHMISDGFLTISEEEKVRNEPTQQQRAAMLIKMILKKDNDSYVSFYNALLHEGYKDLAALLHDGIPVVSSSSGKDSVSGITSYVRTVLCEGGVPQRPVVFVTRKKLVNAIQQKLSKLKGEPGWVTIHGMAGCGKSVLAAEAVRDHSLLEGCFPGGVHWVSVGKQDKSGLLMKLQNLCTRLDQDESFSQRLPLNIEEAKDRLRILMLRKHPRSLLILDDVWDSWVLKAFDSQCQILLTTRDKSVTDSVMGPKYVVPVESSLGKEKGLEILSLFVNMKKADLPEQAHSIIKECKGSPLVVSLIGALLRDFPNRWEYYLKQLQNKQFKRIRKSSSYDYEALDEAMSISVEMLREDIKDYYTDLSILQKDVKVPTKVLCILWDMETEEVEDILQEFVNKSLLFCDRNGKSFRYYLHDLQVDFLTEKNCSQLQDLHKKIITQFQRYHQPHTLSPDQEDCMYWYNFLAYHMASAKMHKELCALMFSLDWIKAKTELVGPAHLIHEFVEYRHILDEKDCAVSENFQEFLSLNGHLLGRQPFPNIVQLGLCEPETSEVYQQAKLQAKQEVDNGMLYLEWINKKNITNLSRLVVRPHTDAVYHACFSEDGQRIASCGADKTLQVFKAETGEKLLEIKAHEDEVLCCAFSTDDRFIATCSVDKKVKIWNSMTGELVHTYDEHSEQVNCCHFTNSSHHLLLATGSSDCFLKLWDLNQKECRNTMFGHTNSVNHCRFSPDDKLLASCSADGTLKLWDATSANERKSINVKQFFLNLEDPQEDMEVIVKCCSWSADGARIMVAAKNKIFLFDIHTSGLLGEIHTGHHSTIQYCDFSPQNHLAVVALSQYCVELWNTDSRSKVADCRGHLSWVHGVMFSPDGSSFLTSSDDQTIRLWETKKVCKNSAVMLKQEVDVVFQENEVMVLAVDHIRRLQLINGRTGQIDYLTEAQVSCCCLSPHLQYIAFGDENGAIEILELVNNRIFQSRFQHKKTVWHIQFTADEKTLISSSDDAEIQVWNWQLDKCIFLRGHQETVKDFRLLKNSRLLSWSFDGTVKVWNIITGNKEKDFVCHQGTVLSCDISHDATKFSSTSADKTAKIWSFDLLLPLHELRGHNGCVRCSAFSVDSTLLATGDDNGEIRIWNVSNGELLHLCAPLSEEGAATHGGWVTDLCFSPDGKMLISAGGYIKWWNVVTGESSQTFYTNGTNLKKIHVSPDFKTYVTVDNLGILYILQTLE
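Material: reconstituted apoptosome with Apaf-1, cytochrome c, caspase-9, procaspase-3, dATP. Technique: Rh110 fluorescence intensity. Buffer or medium: pH 7.5 Hepes buffer with CHAPS, BSA, DTT. Times: 30 min plus 50 min, RT.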
hIAP activ: human IAP activation; P09923; purified human IAP, CDP-Star luminescence, 30 min; hits give high values; 1 = vehicle-only enzyme, 0 = enzyme-free background; activation factor at 10 µM; 0.16% of 330,000 active; AID 2524;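 active = activation factor of the enzyme at least 2-fold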; note: the source names both 10 and 20 µM as test concentration; values of inactives mirror those of a sister screen read the other way
The depositor's hits bear a star.

no.	mol	mIAP block	TIM10 inh	mIAP act	ATG4B inhibitor	tim10-1 inh
1	Cc1ccc(S(=O)(=O)N(C)c2ccc(OCC(=O)Nc3ccc(C(=O)N(C)C)cc3)cc2)cc1C	-12	13	1.1	-3	1
2	COc1cc(C=O)c(Br)cc1OCC(=O)NCc1ccccc1	9	26	0.91	11	38
3	CC(C)N=C(NC#N)SCc1ccc(Br)cc1	-1	27	1	-7	20
4	O=C(O)c1ccc(S(=O)(=O)N2CCCC2)cc1	-1	-4	1	8	8
5	CC1(C)SC[C@H](C(=O)Nc2cccc(Cl)c2)N1C=O	-1	6	1	5	12
6	C=CCOc1ccc(/C=N/NC(=O)c2cc3c(OC)cc(OC)cc3[nH]2)cc1	-5	28	1.1	1	22
7	Cc1ccc(S(=O)(=O)N(C)C)cc1NC(=O)CCc1ccccc1	6	18	0.94	-3	-1
8	O=C(NCC(=O)N1CCN(Cc2ccccc2)CC1)c1cccs1	-1	-1	1	-20	0
9	N#C/C(=C\Nc1ccc(Cl)cc1)S(=O)(=O)c1ccccn1	5	3	0.95	-10	-8
10	CC(=O)N1N=C(c2cccc([N+](=O)[O-])c2)OC1c1ccc(Br)cc1 (centres undefined)	10	10	0.9	-8	15
11	CCCNC(=O)C(=O)N/N=C/c1cccs1	-12	5	1.1	0	16
12	CCOc1ccc(/C(C)=N\NC(=O)Cc2ccccc2)cc1	-1	13	1	-8	7

no.	NLRP3 yeast inh	hIAP inh	Apaf1 inhib	hIAP activ
1	2	-6	5	1.1
2	-82	3	-1	0.97
3	9	1	-1	0.99
4	6	-1	-2	1
5	1	-6	-4	1.1
6	32	-2	27	1
7	0	10	-20	0.9
8	14	6	-9	0.94
9	3	0	-14	1
10	17	9	-1	0.91
11	2	4	0	0.96
12	21	-4	7	1

Other structures
no.	mol	mIAP block	TIM10 inh	mIAP act	ATG4B inhibitor	tim10-1 inh
13	COc1cccc(C2Nc3ccc4ccccc4c3C3=C2C(=O)CCC3)c1O (centres undefined)	6	-19	0.94	5	-13
14	COCC1CCCCC1OS(N)(=O)=O (centres undefined)	-4	-8	1	-9	-3
15	CCP(=O)(CC)C(C)(C)CP(=O)(c1ccccc1)c1ccccc1	4	-1	0.96	-9	5
16	COc1ccc(OC)c(C(C)NC(C)=O)c1 (centres undefined)	-15	7	1.1	-4	9
17	CCN(CC)c1ccc(NC(=O)c2nc3nc(C)cc(C(F)F)n3n2)cc1	13	-1	0.87	-4	-9
18	O=C(CN1C(=O)c2ccccc2C1=O)NCCc1c[nH]c2ccc(Cl)cc12	6	6	0.94	-5	0
19	COC(=O)c1ccc(OC)c(-c2c(OC)cc(OC)cc2OC)c1	-7	16	1.1	-1	25
20	Cc1ccc(-c2c(C#N)c(N)nc3c2CCCCC3)cc1	-8	0	1.1	6	13
21	COc1cc2c(cc1NC(=O)CSc1nc3ccccc3[nH]1)oc1ccccc12	8	23	0.92	1	41*
22	Cc1c(Cc2ccccc2)c(=O)oc2cc(OC(C)C(=O)NCC3CCC(C(=O)O)CC3)c(Cl)cc12 (centres undefined)	11	5	0.89	-15	3
23	COc1ccc(-n2cc(-c3ccccc3)c3c(NCCOCCO)ncnc32)cc1	6	33	0.94	1	9
24	Cc1cccc(OCC(=O)NCC(=O)N/N=C/c2ccc(N(C)C)cc2)c1	2	0	0.98	2	1

no.	NLRP3 yeast inh	hIAP inh	Apaf1 inhib	hIAP activ
13	0	-4	2	1
14	19	0	-10	1
15	5	2	-17	0.98
16	-6	-6	13	1.1
17	18	16	1	0.84
18	-16	18	-4	0.82
19	-5	4	-4	0.96
20	-3	20	-5	0.8
21	4	7	7	0.93
22	13	3	4	0.97
23	16	9	6	0.91
24	15	-1	6	1

(next part)
no.	mol	mIAP block	TIM10 inh	mIAP act	ATG4B inhibitor	tim10-1 inh
25	O=C(NNC(=O)c1ccccc1-c1ccccc1C(=O)O)c1cccc([N+](=O)[O-])c1	5	3	0.95	0	11
26	COc1ccccc1Cn1c(=S)[nH]c2cc(C(=O)NCCN3CCOCC3)ccc2c1=O	4	10	0.96	0	5
27	CCOC(=O)N1CCN(C(=O)c2cccc(OC)c2O)CC1	4	4	0.96	-1	7
28	CCOc1ccccc1NC1=C(Cl)C(=O)N(c2ccc(OC)cc2)C1=O	1	29	0.99	2	20
29	N#CCc1c(C#N)c(N)nc(N2CCOCC2)c1C#N	-6	-7	1.1	6	-25
30	COc1ccc(-c2nnc3ccc(SCC(=O)NCc4ccco4)nn23)cc1	-6	14	1.1	-7	1
31	C=COCCNC(=S)N1CCOCCOCCN(C(=S)NCCOC=C)CCOCC1	-3	-6	1	-2	11
32	Cc1cccnc1NC(=O)c1ccccc1NC(=O)C(C)(C)C	4	12	0.96	-3	20
33	Cc1ccc(Cn2nc(C)c(C(=O)NCC(c3cccs3)N3CCOCC3)c2Cl)cc1 (centres undefined)	-8	8	1.1	5	12
34	Cc1ccnc(NC(=O)COC(=O)c2ccc(F)cc2F)n1	3	-19	0.97	26	8
35	COc1ccc(-c2cc(C(=O)Nc3cc(C)nn3-c3ccccc3)no2)cc1OC	3	0	0.97	-2	5
36	O=C(COC(=O)c1cc([N+](=O)[O-])ccc1N1CCOCC1)Nc1ccc(Cl)cn1	3	-32	0.97	1	15

no.	NLRP3 yeast inh	hIAP inh	Apaf1 inhib	hIAP activ
25	0	0	-7	1
26	14	12	-3	0.89
27	-10	-34	2	1.3
28	13	-4	8	1
29	11	12	-6	0.88
30	6	-18	1	1.2
31	6	-10	12	1.1
32	22	-14	-1	1.1
33	15	-2	24	1
34	-2	-5	-14	1.1
35	-20	-2	-21	1
36	-2	20	6	0.8

Carrying on.
no.	mol	mIAP block	TIM10 inh	mIAP act	ATG4B inhibitor	tim10-1 inh
37	CC(=O)Nc1c(C(=O)NCc2ccccc2)nnn1Cc1ccccc1	4	-22	0.96	-4	9
38	CCN(CC(=O)Nc1c(F)cccc1F)C(=O)c1cc([N+](=O)[O-])ccc1N1CCOCC1	9	-11	0.91	-5	-14
39	Cc1ccc2nc(NC(=O)CN(C)S(=O)(=O)c3ccc(Br)s3)sc2c1	-4	12	1	15	1
40	CC(C)OC(=O)CSc1nc(N)c(C#N)c(-c2cccs2)c1C#N	18	6	0.82	-2	16
41	O=CN1CCN(C(=O)CC(c2ccccc2)c2cc(Br)ccc2O)CC1 (centres undefined)	-3	-4	1	-3	-3
42	Cc1ccc(N2CCN(CCc3nc4cc(NS(C)(=O)=O)ccc4n3C)CC2)cc1	-7	-15	1.1	-13	14
43	Cc1ccc(C(=O)NCC(=O)NCC(c2cccs2)N2CCOCC2)cc1 (centres undefined)	0	-3	1	-61	7
44	Cc1ccc(CNC(=O)CN(C(=O)C2(C)CC(=O)N=C3C=CC=CN32)c2ccccc2)cc1 (centres undefined)	1	4	0.99	-2	-26
45	CC(OC(=O)c1cc(=O)[nH]c2ccccc12)C(=O)c1ccccc1 (centres undefined)	-10	-7	1.1	0	-5
46	CCOc1c(S(=O)(=O)NC2CC(C)(C)NC(C)(C)C2)ccc(Cl)c1Cl	0	-6	1	0	-5
47	CCCn1c(SC(C(=O)Nc2cc(C)ccc2OC)c2ccccc2)nc2ccccc2c1=O (centres undefined)	-9	-7	1.1	1	0
48	Cc1cc(C)c(NC(=O)c2cc(C(=O)O)ccc2C(=O)O)c([N+](=O)[O-])c1	10	6	0.9	5	-10

no.	NLRP3 yeast inh	hIAP inh	Apaf1 inhib	hIAP activ
37	-19	8	4	0.92
38	12	-4	3	1
39	10	-16	22	1.2
40	-3	22	7	0.78
41	5	-26	-5	1.3
42	13	-5	2	1.1
43	10	-12	40	1.1
44	11	9	-6	0.91
45	6	-7	6	1.1
46	11	-9	-6	1.1
47	15	1	13	0.99
48	13	-23	0	1.2

(continued)
no.	mol	mIAP block	TIM10 inh	mIAP act	ATG4B inhibitor	tim10-1 inh
49	COc1ccc(OC)c(NC(=O)CS(=O)(=O)c2cn(CC(=O)N3CCOCC3)c3ccccc23)c1	-4	3	1	1	-4
50	CCOc1cc(S(=O)(=O)NCC2CCCO2)ccc1F (centres undefined)	-5	-5	1	-3	2
51	O=S(=O)(c1ccc(F)cc1)N1CCN(C(=S)NCCc2ccccc2)CC1	-3	10	1	-6	10
52	O=C(O)c1ccc(-n2nnnc2Oc2cccc3cccnc23)cc1	1	12	0.99	8	-5
53	Cc1ccc(NC(=O)c2nnn(-c3cc(C)cc(C)c3)c2N)cc1	-7	-5	1.1	-3	19
54	COc1ccc([N+](=O)[O-])cc1NC(=O)c1cn(-c2ccc(C)c(C)c2)c(=O)c2ccccc12	5	-3	0.95	2	2
55	COc1ccccc1C(=O)OCCNC(=O)Cn1cnc2c1c(=O)n(C)c(=O)n2C	-5	-15	1.1	19	11
56	CC(=O)OCC(=O)NCc1ccc2c(c1)OCO2	1	1	0.99	-17	2
57	COc1ccc(C(=O)c2c[nH]c(C(=O)NCCCn3ccnc3)c2)cc1	24	-11	0.76	-1	8
58	CCOc1ccc(NC2=NCC(=O)N2Cc2cccs2)cc1	-8	-2	1.1	-5	-1
59	COc1ccc(N(CC(=O)NC2CCCCC2)C(=O)CCC(=O)Nc2nc(C)cs2)cc1OC	-1	3	1	-10	-2
60	N#Cc1c(SCC(=O)Nc2cccc(C(F)(F)F)c2)sc2c(O)cc(=O)[nH]c12	27	-9	0.73	3	6
61	C=CCNc1nc(N)c([N+](=O)[O-])c(NC2CCCCC2)n1	11	0	0.89	0	22
62	COC(=O)C1CCN(C(=O)CSc2nc3nc(C)cc(C)n3n2)CC1	5	3	0.95	3	8

no.	NLRP3 yeast inh	hIAP inh	Apaf1 inhib	hIAP activ
49	7	8	10	0.92
50	11	17	-10	0.83
51	14	4	-2	0.96
52	11	-12	-2	1.1
53	20	11	25	0.89
54	10	9	0	0.91
55	4	-8	5	1.1
56	-3	0	1	1
57	5	-23	-6	1.2
58	38	4	16	0.96
59	17	2	3	0.98
60	12	-6	4	1.1
61	-13	10	10	0.9
62	2	11	-1	0.89
